# Neddylation inh = blocks human cullin neddylation; calls only at 25 µM; TR-FRET cullin neddylation, biochemical; hit rate 0.58% among 360,000; P61081+Q13564; in the data active means inhibition above about 36%
# Tb MetRS inh = blocks T. brucei methionyl-tRNA synthetase activity; hit rate 0.4% among 360,000; AID 624268; inhibition, % at 11.9 µM; purified T. brucei MetRS, ATP depletion, Kinase-Glo luminescence;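 active means inhibition above a per-plate cutoff of the control wells' mean inhibition plus 3 SD, cut at about 5.5% in these data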;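 further: 0% = DMSO wells median and 100% = median of wells with control inhibitor compound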
#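 Test system – parasite MetRS enzyme · Reagent – substrates ATP, L-methionine and bulk Escherichia coli tRNA · Doses – 11.9 µM compound single dose, 0.9% DMSO · Times – 15 min enzyme-compound preincubation, 2 h reaction, 10 min detection, 25 °C · Signal – Kinase-Glo luminescence, ATP depletion format · Controls – DMSO-only wells as low control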
# CSN deneddyl inh = CSN deneddylation inhibition; Purified CSN, SCF-Nedd8-OG deneddylation, fluorescence polarization; AID 651999; Q92905; inhibition, % at 12.5 µM; hit rate 0.38% among 360,000;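 active means pattern-corrected inhibition above about 35%, with an unprinted fluorescence ratio check between 0.5 and 1.5, limit read from the data, passing the limit was not always enough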;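 further: 0% = enzyme with substrate and 100% = substrate without enzyme; some results filed as inactive read as strong as hits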
#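 Test system: purified human Csn5 enzyme expressed in HEK293T cells. Amount: 0.24 nM enzyme. Reagent: SCFSkp2-Nedd8OG substrate at 10 nM final. Schedule: 90 min incubation of compound, enzyme and substrate at room temperature. Detection: fluorescence polarization. Read-out: % inhibition of substrate cleavage by Csn5.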
# MsrA inhibitor = inhibitors of bovine MsrA. AID 651718. inhibition, % at 15.5 µM. hit rate 0.75% among 360,000. purified bovine MsrA, absorbance read-out; in the data active means inhibition above about 4.5%;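 further: 0% = vehicle wells with enzyme and 100% = reference inhibitor wells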
# Rin1 Abl inh = blocks binding of human Rin1 to Abl; P00519+Q13671; TR-FRET Rin1/Abl binding, biochemical; inhibition, % at 7.35 µM; hit rate 0.4% among 360,000; in the data active means inhibition above about 5%, passing the limit was not always enough
# Target sequence (P00519 whole entry, looked up): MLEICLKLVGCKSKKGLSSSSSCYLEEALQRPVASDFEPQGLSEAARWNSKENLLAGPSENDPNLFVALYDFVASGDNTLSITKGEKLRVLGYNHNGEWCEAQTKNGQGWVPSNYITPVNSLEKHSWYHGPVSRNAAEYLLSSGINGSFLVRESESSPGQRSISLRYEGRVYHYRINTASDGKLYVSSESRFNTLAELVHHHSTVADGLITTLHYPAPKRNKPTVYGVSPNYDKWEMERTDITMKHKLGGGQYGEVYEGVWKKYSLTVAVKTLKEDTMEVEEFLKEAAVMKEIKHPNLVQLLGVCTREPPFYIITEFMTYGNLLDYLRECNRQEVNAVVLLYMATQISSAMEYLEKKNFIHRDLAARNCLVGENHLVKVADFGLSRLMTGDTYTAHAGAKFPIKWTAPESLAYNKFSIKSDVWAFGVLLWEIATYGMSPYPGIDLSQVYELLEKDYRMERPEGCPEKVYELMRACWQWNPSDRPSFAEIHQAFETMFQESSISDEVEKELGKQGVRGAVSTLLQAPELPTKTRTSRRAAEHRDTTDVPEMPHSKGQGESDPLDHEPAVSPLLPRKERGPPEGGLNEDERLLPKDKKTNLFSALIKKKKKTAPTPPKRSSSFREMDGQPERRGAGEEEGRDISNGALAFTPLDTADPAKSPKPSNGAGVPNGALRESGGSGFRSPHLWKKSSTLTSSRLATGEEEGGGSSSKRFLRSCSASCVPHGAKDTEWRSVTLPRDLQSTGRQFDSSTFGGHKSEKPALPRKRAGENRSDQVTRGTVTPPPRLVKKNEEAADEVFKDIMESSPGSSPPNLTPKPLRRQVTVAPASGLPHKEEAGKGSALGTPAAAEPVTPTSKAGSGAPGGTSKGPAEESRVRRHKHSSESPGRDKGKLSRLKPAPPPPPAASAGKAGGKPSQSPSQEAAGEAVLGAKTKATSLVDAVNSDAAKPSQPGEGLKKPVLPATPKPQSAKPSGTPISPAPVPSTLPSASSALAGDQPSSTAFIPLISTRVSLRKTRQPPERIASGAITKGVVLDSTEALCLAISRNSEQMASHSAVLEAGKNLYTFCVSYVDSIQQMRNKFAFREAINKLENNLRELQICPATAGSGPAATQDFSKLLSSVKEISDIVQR
# Target sequence (Q13671 whole entry, looked up): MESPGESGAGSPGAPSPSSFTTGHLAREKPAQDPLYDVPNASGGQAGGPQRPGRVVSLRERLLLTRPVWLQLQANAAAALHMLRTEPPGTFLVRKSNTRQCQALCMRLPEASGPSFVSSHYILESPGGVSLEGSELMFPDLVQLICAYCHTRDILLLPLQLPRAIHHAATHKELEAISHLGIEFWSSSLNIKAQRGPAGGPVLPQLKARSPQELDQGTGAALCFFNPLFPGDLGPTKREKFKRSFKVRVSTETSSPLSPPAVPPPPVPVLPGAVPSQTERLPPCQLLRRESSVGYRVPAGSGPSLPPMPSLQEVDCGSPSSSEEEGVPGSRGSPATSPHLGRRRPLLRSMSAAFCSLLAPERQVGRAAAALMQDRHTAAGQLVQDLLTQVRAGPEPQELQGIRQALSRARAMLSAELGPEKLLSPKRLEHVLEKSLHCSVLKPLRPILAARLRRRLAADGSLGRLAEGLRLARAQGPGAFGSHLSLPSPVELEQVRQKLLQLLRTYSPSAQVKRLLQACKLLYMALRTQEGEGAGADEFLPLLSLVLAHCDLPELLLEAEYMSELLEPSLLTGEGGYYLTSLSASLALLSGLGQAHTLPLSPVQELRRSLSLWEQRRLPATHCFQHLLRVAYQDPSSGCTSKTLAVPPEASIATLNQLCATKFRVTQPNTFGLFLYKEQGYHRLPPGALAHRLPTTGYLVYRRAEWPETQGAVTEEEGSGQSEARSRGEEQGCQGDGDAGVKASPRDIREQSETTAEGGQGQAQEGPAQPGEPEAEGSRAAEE
# MLLE-PAM2 inh = blocks PAM2 peptide binding to the PABP1 MLLE domain | GST-MLLE / FITC-PAM2 fluorescence polarization | inhibition, % at 20 µM | hit rate 0.36% among 360,000; in the data active means inhibition above about 35%, passing the limit was not always enough;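 further: plate controls were DMSO wells with GST-MLLE for no effect and wells lacking GST-MLLE protein for full effect; some results filed as inactive read as strong as hits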
# eLon inh = inhibitors of E. coli Lon protease; P0A9M0; purified E. coli Lon protease, fluorescence polarization; inhibition, % at 7.94 µM; hit rate 0.42% among 360,000; AID 602123; in the data active means inhibition above about 13%, passing the limit was not always enough;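 further: 0% = enzyme with probe and DMSO and 100% = no enzyme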
# bovine MsrA act = activators of bovine methionine sulfoxide reductase A; hit rate 0.3% among 360,000; purified bovine MsrA, absorbance read-out; activation, % at 10.6 µM; AID 602163; in the data active means activation above about 7.5%;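 further: 0% = vehicle and 100% = reference activator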
# FAS-TE inh = inhibitors of human fatty acid synthase thioesterase domain; inhibition, % at 15 µM; P49327; recombinant FAS-TE, OMFH fluorogenic substrate, fluorescence endpoint; hit rate 0.67% among 360,000;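 active means compounds whose normalised, plate-corrected inhibition of enzyme fluorescence in the single-dose primary screen is 50% or more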;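 further: 0% = DMSO with enzyme and 100% = substrate without enzyme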
# * = called active by the depositor; i = inactive.
smiles	Neddylation inh	Tb MetRS inh	CSN deneddyl inh	MsrA inhibitor	Rin1 Abl inh	MLLE-PAM2 inh	eLon inh	bovine MsrA act	FAS-TE inh
Cc1ccc(OCC(=O)Nc2ccccc2Sc2ccccc2)c([N+](=O)[O-])n1	i	-0.1	-4	-0.1	-2	17	14	-10	25
O=C(NCc1nc2ccccc2[nH]1)C1=C[C@H](c2ccc3c(c2)OCO3)C[C@H](OCc2ccc(CO)cc2)O1	i	54*	1	-0.2	1	0	-11	-7	2
O=C(NCCS(=O)(=O)NC1CCCCC1)c1ccccc1	i	-0.5	0	-0.7	0	-2	-4	-1	-6
CC(=O)NC12CC3CC(C1)CC(C(=O)N1CCN(S(=O)(=O)c4cccc(C(F)(F)F)c4)CC1)(C3)C2	i	-0.4	-4	0.8	0	0	-12	-3	-3
Cc1ccccc1SC1CCN(Cc2nc(C3CC3)no2)CC1	i	-0.5	9	-0.7	-3	15	7	-2	12
COc1ccc(C(=O)C2CCN(CC(=O)Nc3ccc(OC)cc3OC)CC2)cc1	i	-0.4	-3	0.5	-3	-6	-1	-1	9
COc1ccc(NC(C)C(=O)Nc2ccc(C(C)(C)C)cc2)cc1Cl (configuration not stated)	i	-0.2	8	-1.3	-2	-16	-6	-6	-20
Nc1nonc1N/N=C\c1ccccc1	i	0.2	104	1.7	0	-2	0	1	1
C=CCNC(=O)/C(=C/c1ccco1)NC(=O)c1ccc(Br)o1	i	-0.5	-3	-0.1	-3	20	-17	-6	-7
CN(C(=O)COC(=O)Cc1ccc(Br)cc1)c1c(N)n(Cc2ccccc2)c(=O)[nH]c1=O	i	-0.5	0	0.3	1	-25	-4	-8	2
Cn1c(SCCN2CCCCC2)nnc1-c1ccccc1Br	i	0.5	-3	-0.6	1	7	0	-2	-3
CCOC(=O)[C@H]1[C@H]2COc3ccc(Br)cc3[C@@H]2N2C(=O)c3ccc(Cl)cc3NC(=O)[C@@]12C	i	-0.1	-3	1.2	-3	-3	1	-2	78*
COC(=O)c1ccc2c(=O)[nH]c(COC(=O)c3c(-c4ccccc4)noc3C)nc2c1	i	-0.2	6	0.6	-1	11	-7	-3	6
Clc1cccc(-c2nc(-c3ccccn3)no2)c1	i	-1.3	0	0.0	2	5	0	-11	-8
O=C(COc1ccccc1[N+](=O)[O-])Nc1cccc(S(=O)(=O)N2CCCC2)c1	i	0.2	1	-1.0	-1	8	-12	-2	15
N#C/C(=C(/O)COC(=O)CSc1ccc(Cl)cc1)c1nc2ccccc2[nH]1	i	-0.4	7	0.4	2	-10	-4	-8	-6
COc1cccc(N2CCN(C(=O)CCC(=O)c3ccc(Cl)s3)CC2)c1	i	0.1	-3	0.2	3	3	-4	0	8
O=C(CSc1nnc(-c2ccncc2)n1Cc1ccccc1)NC1CCCCC1	i	-0.3	-3	0.0	1	7	-2	-3	-6
CCOc1ccc(N2CC(C(=O)N3CC(C)OC(C)C3)CC2=O)cc1 (configuration not stated)	i	-1.2	3	-1.5	2	-8	-6	-9	-5
Cc1cc(C)cc(NS(=O)(=O)c2c(C(=O)N3CCOCC3)c(C)n(C)c2C)c1	i	-0.7	-4	0.1	0	10	5	-5	-6
Cc1noc(C)c1S(=O)(=O)N1CCCC(C(=O)c2cccc(OC(C)C)c2)C1 (configuration not stated)	i	-0.8	-2	-1.0	2	0	-4	-4	30
COc1ccc(NC(=O)COC(=O)c2cc(OC)c(OC)cc2NC(=O)c2ccco2)cc1OC	i	0.2	1	1.8	-2	-46	-3	-1	-5
Cc1cc(=O)oc2cc(OCC(=O)N3CCC(O)CC3)c(Cl)cc12	i	0.3	-1	1.0	-2	8	1	0	0
Cc1c(C(=O)N2CCCCC2)sc(NC(=O)c2ccco2)c1C#N	i	-0.3	1	3.1	-4	-9	-2	1	2
NC(=O)c1cc(S(=O)(=O)N2CCCC2)ccc1OCCOc1ccccc1F	i	0.2	-4	-0.5	2	12	-6	11*	-5
Cc1cc(C(=O)NN)c(Cl)cc1Cl	i	-1.1	-2	-0.5	2	1	6	-3	-4
C/C(=N\NC(=S)NCc1ccccc1)c1cccc(Br)c1	i	-0.8	3	1.4	-4	23	8	-3	34
CC(NC(=O)COC(=O)Cc1cccs1)c1ccc(F)cc1 (configuration not stated)	i	-0.3	-2	0.2	4	-14	6	-6	-9
CCOc1ccccc1NC(=O)C(=O)CC(=O)c1ccc(OC)cc1	i	-0.4	7	2.7	5	-18	4	-1	2
Cc1ccc(Cn2c(N3CCNCC3)nc3c2c(=O)[nH]c(=O)n3C)cc1	i	-0.7	6	0.6	5	-3	10	-7	0
C=CCNC(=S)Nc1ccc(C)cc1[N+](=O)[O-]	i	-0.6	-5	0.1	0	27	-5	-3	-4
O=C(c1ccc2noc(-c3ccccc3)c2c1)N1CCN(c2ccccc2)CC1	i	0.1	4	3.1	0	1	-7	-2	19
Cc1cc2cc(C(=O)N3CCc4c([nH]c5ccccc45)C3c3ccccn3)ccc2o1 (configuration not stated)	i	-0.1	4	-0.1	-2	5	-11	-5	2
O=C(CCn1c(=O)oc2ccccc21)Nc1nc2ccccc2s1	i	-0.7	3	-0.3	-2	4	-10	-4	4
CC(C)NC(=O)CSc1ccccc1C(=O)N1CCN(S(=O)(=O)/C=C/c2ccccc2)CC1	i	0.0	-2	0.8	-2	1	-6	-4	-5
Cc1ccc(S(=O)(=O)N(C)C)cc1NC(=O)c1n[nH]c(=O)c2ccccc12	i	-0.4	1	0.7	-4	-4	-10	-5	-3
COC(=O)c1ccc(NC(=O)COc2coc(CN3CCc4ccccc43)cc2=O)cc1	i	-0.4	-1	-0.1	3	3	-16	-2	-2
O=C(C1CC1)N1CCCN(C(=O)C2CC2)CC1	i	0.0	2	0.9	-1	5	4	-2	-8
O=C1CSC(c2ccc(Cl)cc2)N1c1cccnc1 (configuration not stated)	i	0.9	-6	-1.2	0	-3	-2	-2	-5
O=C(NCC1CCNCC1)c1ccncc1	i	-0.4	0	0.1	1	3	-7	1	-4
Cc1ccc(-n2c(-c3ccccc3)n[nH]c2=S)c(C)c1	i	0.0	-2	-1.9	0	2	4	3	-2
C[C@@H]1CN([C@H](C)CO)C(=O)c2cc(Br)cnc2O[C@H]1CN(C)C(=O)Cc1ccccc1	i	-0.5	7	0.2	1	-5	-8	-1	-9
COCCNC(=O)c1cccc(OC2CCN(Cc3ccc(C(C)C)cc3)CC2)c1	i	-0.5	0	1.9	4	-4	-7	-4	-1
CCOc1ccc(N(CC(=O)OC)S(=O)(=O)c2ccc(OC)c(OC)c2)cc1	i	-0.4	4	0.5	-5	-8	5	0	2
O=C(CSc1ccc(Cl)cc1)N1CCN(c2ncc(C(F)(F)F)cc2Cl)CC1	i	0.7	-3	0.5	-3	1	5	-3	53*
Cc1c(CN2CCC(CO)(CCOc3ccccc3)CC2)[nH]c2ccc(Cl)cc12	i	8.3*	10	0.7	2	-7	-7	-9	16
COc1ccc(N(CC(=O)NCc2cccnc2)S(=O)(=O)c2c(C)nn(C)c2C)cc1	i	-0.1	1	-0.1	-2	-10	-2	1	-6
Cn1c(=O)c2c(nc(OCc3ccc4c(c3)OCO4)n2Cc2ccccc2Cl)n(C)c1=O	i	-0.9	3	1.1	3	-2	-7	-1	3
Cc1ccc(N/C(=C\C(=O)c2ccccc2)C(=O)O)cc1	i	-0.4	0	1.2	-4	-8	-9	-3	-4
OCCN1CCN(Cc2ccc3ccccc3c2)CC1	i	-0.5	-4	-1.0	0	24	-3	-2	-2
COc1cc(C)c(C(=O)CC(=O)c2c(C)cc(OC)cc2C)c(C)c1	i	-0.5	3	-0.3	0	-5	5	-2	13
COc1cc(C)c(C)cc1S(=O)(=O)N1CCCc2ccccc21	i	-0.8	0	0.6	-2	-6	5	-8	25
COc1ccc(S(=O)(=O)N2CCN(Cc3cc(OC)c(OC)c(OC)c3)CC2)cc1	i	-0.3	5	-1.7	3	11	-13	-8	0
O=C(c1ccc(CS(=O)(=O)Cc2ccccc2)cc1)N1CCCCC1	i	0.0	2	0.7	-2	0	-6	-2	-7
Cc1ccc(NC(=O)c2ccc(S(=O)(=O)NCC3CCCO3)cc2)cc1C (configuration not stated)	i	-0.4	-2	-0.9	-2	18	6	-3	1
CCOC(=O)[C@H]1[C@H]2COc3ccc(C)cc3[C@@H]2N2C(=O)CN(Cc3ccc(F)cc3)C(=O)[C@@]12C	i	-0.2	0	-0.3	1	0	5	-3	4
O=C(NNc1cc(N2CCOCC2)nc(N2CCOCC2)n1)c1ccc(Cl)cc1Cl	i	-0.5	6	-1.1	-1	11	2	3	-2
O=C(C(=O)N1CCN(c2ccccc2F)CC1)c1c[nH]c2ccccc12	i	7.3*	2	0.7	-1	17	-2	-4	2
CNC(=O)c1ccsc1NC(=O)c1ccc(S(=O)(=O)N2CCOCC2)cc1	i	0.1	7	0.0	1	-7	8	-1	-1
Cc1cc(C)n(C(=O)/C(C#N)=C/N(C)C)n1	i	-0.8	4	1.9	1	-3	1	-8	-5

# Remaining list, next part:
smiles	Neddylation inh	Tb MetRS inh	CSN deneddyl inh	MsrA inhibitor	Rin1 Abl inh	MLLE-PAM2 inh	eLon inh	bovine MsrA act	FAS-TE inh
CC(C)N(C(=O)COC(=O)CNS(=O)(=O)c1ccccc1F)c1ccccc1	i	-0.3	0	0.2	0	11	-12	-3	-6
Cc1ccc(NC(=O)Cn2nnc3ccccc3c2=O)cc1	i	-0.6	-5	-0.1	-3	1	5	0	-4
NC(=O)c1ccsc1NC(=O)C1CCN(S(=O)(=O)c2cccs2)CC1	i	-0.4	-1	0.9	0	-8	2	-5	0
Cc1cc(F)ccc1S(=O)(=O)N1CCCOC1CNC(=O)C(=O)NCC(C)C (configuration not stated)	i	0.2	0	-1.1	1	3	-2	-3	-6
COc1ccccc1NC(=O)C1=C(C)NC(=O)NC1c1ccc(C)cc1 (configuration not stated)	i	-0.3	1	1.3	4	4	-7	-2	1
FC(F)(F)c1ccc(C2[C@H]3CN(Cc4cccnc4)[C@H](c4ccccc4)C34CC2(c2cccnc2)C4)cc1 (some centres not stated)	i	-0.4	0	0.9	5	6	-2	0	23
NC(=O)c1ccccc1OCC(=O)O	i	-0.8	-2	-1.2	0	-3	10	-5	-4
C=CCN1C(=O)/C(=c2\sc3nc(=O)c(Cc4ccccc4)nn3c2=O)c2ccccc21	i	0.2	9	0.2	1	11	-9	-3	2
CCN(CC)S(=O)(=O)c1cccc(NC(=O)CC2CCCC2)c1	i	-0.1	-1	0.8	2	3	2	-8	2
CSc1nc(=O)n2cccc(C)c2n1	i	-0.1	-5	3.7	-2	2	3	-2	-8

# Gathered by group, the compounds so far containing a nitro group on carbon (3)
smiles	Neddylation inh	Tb MetRS inh	CSN deneddyl inh	MsrA inhibitor	Rin1 Abl inh	MLLE-PAM2 inh	eLon inh	bovine MsrA act	FAS-TE inh
Cc1ccc(OCC(=O)Nc2ccccc2Sc2ccccc2)c([N+](=O)[O-])n1	i	-0.1	-4	-0.1	-2	17	14	-10	25
O=C(COc1ccccc1[N+](=O)[O-])Nc1cccc(S(=O)(=O)N2CCCC2)c1	i	0.2	1	-1.0	-1	8	-12	-2	15
C=CCNC(=S)Nc1ccc(C)cc1[N+](=O)[O-]	i	-0.6	-5	0.1	0	27	-5	-3	-4

# Compounds as they come; any-hit rate near 4%.
